Screening results as filed in PubChem.
KDM5B inhibitor – blocks human KDM5B histone demethylase activity; Q9UGL1; KDM5B demethylase, FDH-coupled NADH fluorescence (FDH is formaldehyde dehydrogenase); Potency, µM (highest dose often 57.7 µM), inactives show at the highest dose activity change, negative = inhibition, hits mostly inhibitors; hit rate 2.6% among 220,000; AID 1347165; active = well fitted inhibition curve with a large enough effect; inconclusive = small, poorly fitted or top-dose-only effect; inactive = no such curve, though single readings can be large or run the other way; also: 0% is about no effect; nearly all actives have a fitted effect of over 70% in size
Target sequence (Q9UGL1 whole entry, looked up): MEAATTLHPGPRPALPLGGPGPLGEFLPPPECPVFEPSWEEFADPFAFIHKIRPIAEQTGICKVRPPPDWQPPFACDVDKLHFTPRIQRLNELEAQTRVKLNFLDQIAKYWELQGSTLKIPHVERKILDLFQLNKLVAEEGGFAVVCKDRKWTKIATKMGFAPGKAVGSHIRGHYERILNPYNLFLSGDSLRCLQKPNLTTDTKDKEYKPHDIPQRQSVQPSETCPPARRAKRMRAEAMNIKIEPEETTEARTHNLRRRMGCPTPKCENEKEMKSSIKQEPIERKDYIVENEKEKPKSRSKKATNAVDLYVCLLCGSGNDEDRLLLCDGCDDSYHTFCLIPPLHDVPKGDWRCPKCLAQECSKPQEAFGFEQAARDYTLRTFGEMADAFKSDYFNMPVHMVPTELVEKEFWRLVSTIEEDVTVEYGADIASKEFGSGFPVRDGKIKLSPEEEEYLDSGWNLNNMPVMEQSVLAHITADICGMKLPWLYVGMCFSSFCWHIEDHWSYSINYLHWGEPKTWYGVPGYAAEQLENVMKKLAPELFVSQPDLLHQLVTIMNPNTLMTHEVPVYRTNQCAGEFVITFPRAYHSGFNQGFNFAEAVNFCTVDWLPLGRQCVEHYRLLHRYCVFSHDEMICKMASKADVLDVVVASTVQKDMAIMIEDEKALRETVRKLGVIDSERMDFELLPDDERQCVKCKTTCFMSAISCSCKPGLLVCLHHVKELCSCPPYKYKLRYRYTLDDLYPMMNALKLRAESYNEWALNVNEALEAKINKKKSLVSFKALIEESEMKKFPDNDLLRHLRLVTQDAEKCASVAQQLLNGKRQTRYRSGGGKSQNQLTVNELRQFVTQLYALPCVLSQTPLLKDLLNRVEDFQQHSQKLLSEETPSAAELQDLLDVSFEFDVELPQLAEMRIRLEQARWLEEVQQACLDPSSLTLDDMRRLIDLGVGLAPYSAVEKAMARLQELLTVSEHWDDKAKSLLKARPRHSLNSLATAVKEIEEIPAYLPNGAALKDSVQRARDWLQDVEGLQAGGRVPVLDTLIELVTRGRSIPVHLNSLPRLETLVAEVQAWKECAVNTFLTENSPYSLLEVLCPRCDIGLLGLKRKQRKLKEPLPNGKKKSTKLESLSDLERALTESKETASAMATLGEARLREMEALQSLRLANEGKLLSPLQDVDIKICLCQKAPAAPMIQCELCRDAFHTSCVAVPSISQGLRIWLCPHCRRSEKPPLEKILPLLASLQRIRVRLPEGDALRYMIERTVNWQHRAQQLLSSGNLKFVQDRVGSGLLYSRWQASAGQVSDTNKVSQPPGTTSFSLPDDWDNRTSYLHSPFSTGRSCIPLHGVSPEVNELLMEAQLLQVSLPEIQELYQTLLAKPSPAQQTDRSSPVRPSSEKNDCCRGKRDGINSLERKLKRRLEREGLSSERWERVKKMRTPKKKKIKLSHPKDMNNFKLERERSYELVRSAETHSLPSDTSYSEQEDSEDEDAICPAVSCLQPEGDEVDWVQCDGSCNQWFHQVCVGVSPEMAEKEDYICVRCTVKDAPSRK
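KDM5BΔAP (200 nM final) in 50 mM HEPES pH 7.5, 0.01% Tween-20 was preincubated 10 min at RT with compound over a concentration range. Substrate mix (H3K4me3 12.5 µM, α-KG 25 µM, Fe²⁺, ascorbate, NAD⁺, FDH) was added, and NADH fluorescence change over 30 min gave dose-response curves.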
An asterisk follows results filed as active; ? = inconclusive; [ ] = another dose, or the depositor's remark. Potency is read from the fitted curve at half-maximal effect.

KDM5B inhibitor	structure
-23%[86.2 µM]	O=C1C2CN(Cc3ccc4[nH]ccc4c3)CCC2OCCN1Cc1ccccc1F (stereo unspecified)
-6%	CCC(=O)N1CCC(Oc2ccc(C(N)=O)cn2)C1 (stereo unspecified)
-11%	FC1(c2nc(-c3ccccc3)no2)CCN(C2CCOCC2)CC1
13%	CNS(=O)(=O)c1ccc(NC(=O)c2cc3ccccc3oc2=O)cc1
?	Cc1cccc(C)c1OCc1cc(=O)n2c3c(sc2n1)CCCC3
-6%	CSc1ccc(/C=C2\COc3ccccc3C2=O)cc1
-10%	CCn1nc(C(=O)OCC(=O)c2c[nH]c3ccccc23)c2ccccc2c1=O
4%[149 µM]	N#Cc1ccc(CN2CC(N3CCc4ccccc43)C2)cc1
7%	O=C(CN(c1ccc(Cl)c(Cl)c1)S(=O)(=O)c1ccccc1)N1CCCCCC1
?	Cc1cc(Cn2cc3c4c(cccc42)[C@H](CC(C)C)N[C@H](C(=O)O)C3)no1
0%	Cn1cnnc1SCc1ccccc1[N+](=O)[O-]
16%	CC(C)N(C)Cc1nnnn1CC(=O)N1CCCC(OCc2ccccn2)C1 (stereo unspecified)
29%	COc1ccc(-c2nc3c(c(-c4ccccc4)n2)CN(C(=O)c2ccc(F)cc2)CC3)cc1
16%	CC1CCN(S(=O)(=O)c2ccc3oc(=O)ccc3c2)CC1
-8%	Cc1ccc2oc(C(=O)Nc3ccc(S(=O)(=O)N4CCCCC4C)cc3)cc(=O)c2c1 (stereo unspecified)
12%	COCCNc1nc2c(c(=O)n(Cc3ccc(F)cc3)c(=O)n2C)n1C
-22%[86.2 µM]	CC(=O)N1CCC(O)(c2csc(CN3CCc4ccccc4C3)n2)CC1
-3%	S=C1NCN(Cc2ccco2)CN1CCc1ccccc1
?	c1ccc(CN2CC[C@H](c3nnc(-c4ccco4)o3)C2)nc1
-1%	CCOC(=O)c1oc2cc(OC(=O)CC)ccc2c(=O)c1-c1nc2ccccc2s1

Looked up one by one from the entries so far:
KDM5B inhibitor	structure
16%	CC1CCN(S(=O)(=O)c2ccc3oc(=O)ccc3c2)CC1
29%	COc1ccc(-c2nc3c(c(-c4ccccc4)n2)CN(C(=O)c2ccc(F)cc2)CC3)cc1

Carrying on.
KDM5B inhibitor	structure
?	CCC(=O)Nc1ccc(Cl)c(-c2nc3ccc(C)cc3o2)c1
9%	CC1CCN(c2nc3c(S(=O)(=O)c4ccccc4)nnn3c3ccc(Cl)cc23)CC1
-29%	COc1ccc(OC2CCN(C(C)=O)CC2)c(C(=O)N(C)Cc2ccccc2)c1
-10%	COCCn1c(C)cnc1CCNC(=O)c1cc(C)nn1C
-27%	CCCN1CCN(c2ccc(-c3nc(C)no3)cn2)CC1
1%	CCC(=O)Nc1ccc(C)cc1-c1nc2ccccc2n(Cc2ccccc2)c1=O
-1%	COc1cccc(C(=O)N2CC3(Cc4ccccc4N([S+](C)(=O)[O-])C3)C2)c1
25%	CC(/C=C/c1ccccc1)=N/Nc1ccc(F)cc1F
-19%	COc1cccc(OCc2nc3c(n2Cc2ccccc2)C(=O)N(CC2CCOCC2)CCN3)c1
-7%	O=C(NCCc1ccccc1Cl)c1sc2ncccc2c1-n1cccc1
21%[115 µM]	Cc1nn(-c2ccccc2)c(C)c1CN1CCCCC12Cc1ccccc1CNC2=O (stereo unspecified)
28µM*	Cc1cc(N2CCCN(c3nccc(-c4c(C)nn(C)c4C)n3)CC2)ccn1
-16%	Cc1ccc(C(=O)N2CCC(N3C(=O)CCC3C(=O)NCc3ccccc3)CC2)c(C)c1 (stereo unspecified)
6%	CS(=O)(=O)N1CC(F)(F)C[C@H]1c1nc(-c2ccncc2)no1
9%	CC(C)(C)c1ccc(C2(C)NC(=O)N(Cc3coc(-c4cccs4)n3)C2=O)cc1 (stereo unspecified)
?	CCCn1c(N)c(N(CCOC)C(=O)c2cc(-c3ccco3)nc3ccccc23)c(=O)[nH]c1=O
1%	O=C(NCc1ccccc1)C1CCCN(c2ncnc3nc[nH]c23)C1 (stereo unspecified)
-11%	COc1ccc2c(COC(=O)c3ccc(N4CCOCC4)nc3)cc(=O)oc2c1
7%	O=C(CSCC(O)c1ccccc1)c1c[nH]c2ccccc12 (stereo unspecified)
-21%	CCOc1cc2[nH]c(=O)n(Cc3ccc(C(=O)N4CCN(c5cccc(Cl)c5)CC4)cc3)c(=O)c2cc1OCC
11%	COC(=O)c1ccc(-c2nc(-c3ccc(OC)c(OC)c3)no2)cc1
6%	Cc1cc(NC(=O)C2CC2)sc1C(=O)NC(C)c1ccccc1 (stereo unspecified)
-11%[86.2 µM]	Cc1ccc([C@H]2C[C@@H](O)[C@@H](O)[C@@H]2NCc2ccccc2)cc1
7%	CCOc1ccc(NC(=O)CSc2nc3ccsc3c(=O)n2CCCCCC(=O)O)cc1
0%	O=C(Nc1cccc2ccccc12)O[C@@H]1CO[C@H]2[C@@H]1OC[C@@H]2NS(=O)(=O)Cc1ccccc1
11%	O=C(/C=C/N1CCOCC1)C(F)(F)F
?	COc1ccc2oc(=O)c(-c3nc4ccccc4s3)cc2c1
-12%	CCc1noc(-c2cn(C3CCN(C(=O)c4cccc(F)c4)CC3)nn2)n1
18%	Cc1cc(C)c(NC(=O)c2cc3cc(Br)ccc3oc2=O)c(C)c1
-4%	CCCC(=O)N1CC(=O)Nc2ccc(Br)cc2C1c1ccc(F)cc1 (stereo unspecified)
?	CCOC(=O)c1cc2c(=O)n3ccccc3nc2n(CC2CCCO2)c1=NC(=O)c1cc(C)cc(C)c1 (stereo unspecified)
-1%	COc1cccc(NC(=O)c2nn(-c3cccc(OC)c3)c(=O)c3ccccc23)c1
10%	CN(C)[C@@H]1CN(C(=O)c2ccsc2)CC[C@]1(O)c1ccccc1
177%[activator]	Cc1ccc(CNC(=O)c2ccc(Sc3ccc(C)cc3)c(N)c2)cc1
?	COc1ccc(-c2nc(C#N)c(NCc3ccccc3Cl)o2)cc1
-12%	CCN(CC)Cc1ccc2c(c1)CN(C(=O)NC1CCCC1)CCO2
10%	Cc1cccc(Cn2c(N3CCN(c4cccc(Cl)c4)CC3)nc3c2c(=O)n(C)c(=O)n3C)c1
?	COCCNC(=O)c1cc(-c2ccc(OC)cc2)nc2c1c(C)nn2-c1ccccc1
-5%	CC(C)(C)C(=O)NCC(=O)N1CCC(c2nc3ccccc3o2)CC1
-17%[86.2 µM]	COc1ccc(CN2Cc3[nH]nc(-c4cccc(O)c4)c3CC2=O)cc1

As a working copy, part of the list above:
KDM5B inhibitor	structure
1%	O=C(NCc1ccccc1)C1CCCN(c2ncnc3nc[nH]c23)C1 (stereo unspecified)
-11%	COc1ccc2c(COC(=O)c3ccc(N4CCOCC4)nc3)cc(=O)oc2c1
7%	O=C(CSCC(O)c1ccccc1)c1c[nH]c2ccccc12 (stereo unspecified)
-21%	CCOc1cc2[nH]c(=O)n(Cc3ccc(C(=O)N4CCN(c5cccc(Cl)c5)CC4)cc3)c(=O)c2cc1OCC
11%	COC(=O)c1ccc(-c2nc(-c3ccc(OC)c(OC)c3)no2)cc1
6%	Cc1cc(NC(=O)C2CC2)sc1C(=O)NC(C)c1ccccc1 (stereo unspecified)
-11%[86.2 µM]	Cc1ccc([C@H]2C[C@@H](O)[C@@H](O)[C@@H]2NCc2ccccc2)cc1

New compounds follow
KDM5B inhibitor	structure
19%	Cc1ccsc1/C=N/NC(=O)c1ccccc1
?	O=C(Nc1nnc2n1CCS2)c1ccccc1
-17%	O=C(NCc1ccccc1F)c1noc(-c2ccc(F)cc2)n1
-6%[115 µM]	CC(=O)Nc1ccc(CN2CCn3c(nn(-c4ccc(C(F)(F)F)cc4)c3=O)C2)cc1
25µM*	O=C(c1nc(-c2ccsc2)c2ccccn12)N1CCN(c2ncccn2)CC1
-8%	O=Cc1c[nH]c2cc(Br)ccc12
?	Cc1ccc(NC(=O)Cn2c(=O)n(Cc3ccccc3)c(=O)c3c2c2cc(C)ccc2n3C)cc1
2%	Cc1ccc[n+]([O-])c1C
8%	CCC(=O)N1CCc2cc(S(=O)(=O)NCCC(=O)NCc3ccccc3Cl)ccc21
?	CN(Cc1ccc(N2CCOCC2)cc1)C(=O)CCC[C@H]1NC[C@@H]2C[C@H]1CN(Cc1ccccc1)C2
?	O[C@@H]1C[C@@H](c2nnc3n2CCN(Cc2cccc(F)c2)C3)N(Cc2cccnc2)C1
23%[86.2 µM]	CCCNC(=O)N1CCC(O)(c2cnc(CN3CCC3)s2)CC1
-24%	O=[S+]1([O-])NCC2(CCN(Cc3cncs3)CC2)Nc2ccccc21
?	COc1ccc(CNc2oc(COc3ccc(C)cc3)nc2C#N)cc1
9%[86.2 µM]	O=C1NCCCN1C1CCN(Cc2cccc3ccccc23)CC1
-10%	O=C(Nc1cc(Cl)ccc1Cl)c1cc2nc(-c3ccc4c(c3)OCO4)cc(C(F)(F)F)n2n1
-11%	O=C(NCc1ccc(F)cc1)N1CCCCCC1c1nc(-c2cccnc2)no1 (stereo unspecified)
-1%	CC(c1ccc(F)cc1)N1CCN(c2oc(C3CC3)nc2C#N)CC1 (stereo unspecified)
28µM*	CN(C)c1cccc(-c2nccc3c(=O)cc(N(C)C4CCOCC4)oc23)c1
-8%	O=C(Nc1ccc(F)cc1)N1C[C@@H]2C[C@H](C1)c1c(NS(=O)(=O)c3ccccc3)ccc(=O)n1C2
22%[115 µM]	COc1ccc(-n2nc3n(c2=O)CCN([S+](=O)([O-])c2ccccc2)C3)cc1
-20%	Cc1nc(-c2ccccc2OC2CN(S(=O)(=O)c3cn(C)cn3)C2)no1
15%	COc1ccc(OC)c(-c2cc(C(=O)N(C)C)no2)c1
-7%	CCc1ccc(N(CC(=O)NC2CCCCC2)C(=O)CNC(=O)c2ccco2)cc1
6%	Cc1ccc(C(=O)N2CC(N(Cc3cccnc3)CC(C)C)C2)s1
-7%	O=C(CCc1nc(-c2ccsc2)no1)Nc1ccccc1N1CCOCC1
?	Cc1cccc(-n2c3c(cc(-c4nc(-c5ccc(Cl)cc5)cs4)c2=O)C(=O)CC(C)(C)C3)c1
?	COCc1cc(=O)n(CC(=O)Nc2cccc(OC)c2)c(N2CCOCC2)n1
10%	COc1ccc(CNCC#Cc2ccc(C)cc2)c(OC)c1
20%	CC(=O)NCC(=O)OCc1ccc(COC(=O)CNC(C)=O)cc1
-15%	CC(C)C(NC(=O)Cn1cnc2c1c(=O)n(C)c(=O)n2C)c1ccccc1 (stereo unspecified)
?	O=C(CC1Nc2ccccc2NC1=O)Nc1ccccc1C(F)(F)F (stereo unspecified)
0%	CC(C)c1noc(CSc2nc(-c3ccco3)nc3ccccc23)n1
?	COc1ccc(C2NC(=O)N(C)C3=C2C(=O)N(c2ccc(C(=O)O)cc2)C3)cc1 (stereo unspecified)
-21%	CCc1ccc(C(=O)c2cn(CC(=O)NCc3ccc(C)cc3)c3nc(C)ccc3c2=O)cc1
?	Cc1ccccc1CN1CC2(COCC1=O)CN(c1ccc(C(F)(F)F)cn1)C2
-13%	COC(=O)CNC(=O)COC(=O)c1ccc2ccccc2n1
7%[149 µM]	CC(C)(C)c1cc(C(=O)N2CCOCC2)nn2cccc12
-9%	CCCNC(=O)N1CCCCCNC(=O)CC1c1ccccc1 (stereo unspecified)
-13%	COCCN1CCCC1c1nc(C2CN(C(=O)c3ccccc3OC)C2)no1 (stereo unspecified)
-22%	CC(=O)c1sc(NC(=O)c2cc(S(=O)(=O)N3CCOCC3)ccc2F)nc1C
25%	COc1ccc(-c2nonc2NC(=O)c2oc3ccc(F)cc3c2C)cc1
-1%	CC(C)N1C[C@@H](C(=O)O)C[C@H](C(=O)Nc2ccc(F)cc2)C1
-10%	Cc1cnc(CCNC(=O)Nc2ccccc2F)n1C1CCC1
?	CCOc1ccccc1Oc1c(C)oc2cc(O)ccc2c1=O
-20%	COc1cc(SC)ccc1C(=O)N[C@H]1CCN2C(=O)N(c3ccc(C)cc3)C(=O)[C@@H]2C1
?	Cc1cc(C(=O)NCCc2ccc(Cl)cc2)c2c(C)nn(-c3cccc(F)c3)c2n1
14%	O=S(=O)(NCC1CN(Cc2ccccc2)CCO1)c1cccc(F)c1 (stereo unspecified)
-19%	C=CCC(O)(CC=C)CNC1CCN(c2cccc(NC(=O)CC3CCCC3)c2)CC1
-125%[11.5 µM]	CC1(C)N=C(SCc2ccc(F)cc2)c2ccccc2N1

The listing continues:
KDM5B inhibitor	structure
24%	O=C(NC1CCCN(CCc2ccccc2)C1)c1ccccc1-c1ncn[nH]1 (stereo unspecified)
-29%	CCSc1nc(NCCN(C)C)c2c3c(sc2n1)COC(C)(CC)C3 (stereo unspecified)
?	COc1ccccc1Nc1nc(-c2ccccc2)c(CC(=O)O)s1
?	Cc1cc(C)cc(C(=O)NCC(=O)N2CCN(C(c3ccccc3)c3ccccc3)CC2)c1
15%	Cc1cccc(C(=O)NC2CCN(C(=O)Nc3ccc(F)cc3)CC2)c1
?	CS(=O)(=O)c1ccc(N2CCN(C(=O)[C@H]3CC[C@@H](N)C3)CC2)c(F)c1
-10%	COc1ccc(CC(=O)NC2CCN(c3cc(C)cc(C)c3)C2=O)c(Cl)c1 (stereo unspecified)
-54%	COc1cccc(CN2CCN(Cc3ncccc3C)CC2)c1O
17%	CC(Sc1n[nH]c(-c2ccccc2F)n1)c1nc(C(C)(C)C)no1 (stereo unspecified)
?	Nc1nccnc1C(=O)NCc1ccc(CN2CCCCC2)cc1
?	COc1cccc(CNC(=O)c2ccc(Cn3c(SCc4ccccc4)nc4cccnc43)cc2)c1
35µM*	Fc1cccc(-c2cc(-c3cn[nH]c3)c3cncn3c2)c1
-5%[115 µM]	CCCNC1(Cc2cc(CC(C)C)on2)COC1
1%	Clc1ccc2c(NCc3cccs3)ncnc2c1
-12%	CCCCN(C)CCNC(=O)c1cc(=O)[nH]c2ccc(S(=O)(=O)N3CCCCCC3)cc12

Compounds shown so far that contain bromine, in the order listed:
KDM5B inhibitor	structure
18%	Cc1cc(C)c(NC(=O)c2cc3cc(Br)ccc3oc2=O)c(C)c1
-4%	CCCC(=O)N1CC(=O)Nc2ccc(Br)cc2C1c1ccc(F)cc1 (stereo unspecified)
-8%	O=Cc1c[nH]c2cc(Br)ccc12

A portion of the library (hit frequency here may not be typical).
